Bioassay records (PubChem)
aSyn tox rescue: rescues yeast growth from alpha-synuclein toxicity. Potency, µM (titrated, usually from 46.1 µM), inactives show at the top dose growth rescue (activation), most hits filed as activators. AID 1347070. S. cerevisiae alpha-synuclein toxicity rescue, BacTiter-Glo growth, 24 h. 94,000 compounds, 0.02% hits; active means well fitted activation curve with a large enough effect; inconclusive means small, poorly fitted or top-dose-only effect; further: 0% is about no effect
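Growth restoration measured by BacTiter-Glo luminescence after 24 hr at 30 deg C; alpha-synuclein yeast, raffinose-pregrown to mid-log, were added at OD600=0.02 in galactose medium onto pinned compounds.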
* marks the source's active call; other numbers are inactive results; ? = inconclusive. Potency means the concentration at half of the fitted maximal effect. Only part of the results is shown; count on the stated rates, not on these rows.

structure | aSyn tox rescue
Cc1onc(-c2c(F)cccc2Cl)c1C(N)=S | -8%
Oc1ccc(/C=N/N2CCN(C3c4ccccc4-c4ccccc43)CC2)cc1 | -5%
COc1ccc(-c2noc(CN(C)CCC3CCCCO3)n2)cc1 (stereo unspecified) | 3%
Cc1ccc(C(=O)Nc2ccc3c(c2)n(C)c(=O)c(=O)n3C)cc1 | 1%
O=C(Oc1ccc(=O)[nH]n1)c1ccccc1 | -2%
CCOC(=O)C(=Cc1ccc(Br)cc1)C(=O)OCC | -21%
Cc1cc(C)cc(N2C(=O)CC(Cn3nc(C)cc3C)C2=O)c1 (stereo unspecified) | 3%
COc1ccc(C)cc1NC(=O)Cn1c(=O)ccc2cc(S(=O)(=O)N3CCC(C)CC3)ccc21 | -7%
O=C(NC1CC(=O)N(c2ccc(Cl)cc2)C1)C1CCCC1 (stereo unspecified) | -4%
COCCNC(=O)c1ccc2c(c1)N(Cc1cc(C)ccc1C)C(=O)c1ccccc1S2=O (stereo unspecified) | -4%
N/C(=N\OC(=O)COc1ccc([N+](=O)[O-])cc1)c1ccncc1 | 7%
O=C1O/C(=C/c2ccccc2)N=C1c1ccccc1 | 9%
O=C(NCc1ccccc1Cl)C1CCCN(S(=O)(=O)c2cccc3nsnc23)C1 (stereo unspecified) | 3%
CC(OC(=O)c1ncc(Cl)c(Cl)c1Cl)C(=O)NC1(C#N)CCCCC1 (stereo unspecified) | -16%
CCc1ccccc1NC(=O)Cn1c(SCc2ccc(F)cc2)nc2ccncc21 | -3%
CC(C)(C)c1ccc(S(=O)(=O)N2CCN(C(=O)c3cc(-c4ccc(Br)cc4)n[nH]3)CC2)cc1 | -3%
COc1ccc(NC(=O)CSc2cc(-c3ccccc3)nc(C)n2)cc1 | -9%
CC(C)c1nc2n(n1)C1(CCCCC1)[C@@H]1CCCC[C@@H]1N2 | -15%
Cc1ccc(S(=O)(=O)NCCC(=O)NNC(=O)c2ccccc2O)cc1C | 1%
COc1ccc(/C=N/NC(=O)Cc2n[nH]c(=O)[nH]c2=O)cc1 | -3%
Cc1cccc(C)c1NC(=O)Cn1cc(C(=O)C2CC2)c2ccccc21 | -1%
CCCCCN(C(=O)CCC(=O)OCCOc1ccccc1)c1c(N)n(CCCC)c(=O)[nH]c1=O | -5%
Cc1ccc(Cl)cc1NC(=O)Nc1cn(CC(C)C)c(=O)c2ccccc12 | 2%
Cc1ccc(C(=O)N2C3=C(CCCC3)C(=O)NC23CCCCC3)cc1 | -2%
COC(=O)c1ccccc1NC(=O)CCn1c(=O)c2cccn2c2cccnc21 | -1%
Cc1ccc(S(=O)(=O)Nc2nc(C)cc(NN)n2)cc1 | -1%
CCOc1ccc(CNC(=O)C2CCCN(S(=O)(=O)N(C)c3ccc(F)cc3)C2)cc1OC (stereo unspecified) | -6%
CCCCN(C)S(=O)(=O)c1cc(-c2nnc3c4ccccc4c(C)nn23)ccc1C | -10%
COc1ccccc1NC(=O)c1sc(-c2ccc(Cl)cc2)cc1N | -5%
Cc1cc(C)nc(SCC(=O)Nc2cccc(S(=O)(=O)N(C)C)c2)n1 | -5%
COc1ccc(-c2nc3c4cnn(-c5ccccc5F)c4ncn3n2)cc1 | 1%
Cc1ccccc1CNC(=O)Cn1ncn2nc(-c3cccs3)cc2c1=O | -8%
Oc1cccc(C(Nc2ccccn2)c2ccc3cccnc3c2O)c1Cl (stereo unspecified) | ?
CC(C)CC1C(=O)N(Cc2cn(CCC3OCCO3)nn2)CCS(=O)(=O)N1Cc1ccc(-c2cccc(CO)c2)cc1 (stereo unspecified) | -6%
COCCNc1ccc(S(=O)(=O)N2CCCC2)cn1 | -5%
CCOC(=O)N1C=CC=C[C@@H]2[C@@H](N3C(=O)c4ccccc4C3=O)C(=O)N21 | 18%
CCCCC(=O)Nc1nnc(SCC(=O)NC2CC2)s1 | -16%
Cc1ccc(/C=N/NC(=S)NC2CCCCC2)o1 | -4%
Cc1cc(OC(C)C(=O)NC2CC(C)(C)NC(C)(C)C2)c2c(C)c(C)c(=O)oc2c1 (stereo unspecified) | 7%
O=C(NCCOCCn1c(=O)oc2ccccc21)Nc1ccc(F)cc1 | -11%
CS(=O)(=O)Nc1ccccc1C(=O)OCc1cc(=O)n2nc(C3CCCCC3)sc2n1 | 2%
CCOc1ccccc1NC(=O)NC(CC)c1c(-n2cccc2)sc2c1CCN(C)C2 (stereo unspecified) | -1%
Cc1nn(-c2ccc(N3CCOCC3)nn2)c(C)c1CCC(=O)NCc1ccccc1 | -1%
CC(C)OCCCNC(=O)CCCn1c(=O)[nH]c2ccsc2c1=O | 2%
Cc1cc(NC(=O)n2ncc3c(C)cccc32)ccc1Br | -10%
O=C(Nc1nnc(S(=O)(=O)N2CCCCC2)s1)c1cccc(Br)c1 | 3%
Cc1ccc(CN2C(=O)C(O)(c3c(C)[nH]c4ccccc34)c3ccccc32)cc1 (stereo unspecified) | -5%
CCc1ccc(N=C2NC(=O)CC(C(=O)Nc3ccc(OC)cc3)S2)cc1 (stereo unspecified) | -12%
COc1ccc(C2(CNC(=O)C(=O)Nc3cccc(C(F)(F)F)c3)CCCC2)cc1OC | 7%
CC(=O)Nc1ccc(/C=N/NS(=O)(=O)c2cc(C)ccc2C)cc1 | 3%

The listing continues.
structure | aSyn tox rescue
Cc1ccc(S(=O)(=O)CCC(=O)OCC(=O)c2cc(C)ccc2C)cc1 | -6%
COc1ccc(N(CC(=O)NCc2cccnc2)S(=O)(=O)c2ccccc2[N+](=O)[O-])c(OC)c1 | -17%
CCN1CCN(C(=O)Cn2ncc3c4ccccc4n(Cc4c(C)cc(C)cc4C)c3c2=O)CC1 | -1%
O=S(=O)(NCCS(=O)(=O)N1CCN(c2ccccc2)CC1)c1ccc(Cl)cc1 | -16%
Cc1ccc(-c2nnc(Nc3ccc(S(N)(=O)=O)cc3)c3ccccc23)cc1S(=O)(=O)N1CCCCC1 | -8%
C/C(=N\NS(=O)(=O)c1ccc(C)cc1)c1cc2ccccc2oc1=O | -5%
COc1ccc(-c2nc(C(N)=O)c3c(n2)n(-c2ccccc2OC)c(=O)n3C)c(OC)c1 | -3%
CCC(Cn1nnc2ccccc2c1=O)NC(=O)Nc1cc(C)cc(C)c1 (stereo unspecified) | -3%
COc1ccc(S(=O)(=O)NCC(=O)Nc2ccc3c(c2)OCCO3)cc1OC | -6%
CCn1c(SC(C)C)nnc1-c1c[nH]c2ccccc12 | -12%

Some of the entries above in a different format:
canonical_smiles: Cc1ccc(-c2nnc(Nc3ccc(S(N)(=O)=O)cc3)c3ccccc23)cc1S(=O)(=O)N1CCCCC1
  aSyn tox rescue = -8%
canonical_smiles: C/C(=N\NS(=O)(=O)c1ccc(C)cc1)c1cc2ccccc2oc1=O
  aSyn tox rescue = -5%
canonical_smiles: COc1ccc(-c2nc(C(N)=O)c3c(n2)n(-c2ccccc2OC)c(=O)n3C)c(OC)c1
  aSyn tox rescue = -3%
canonical_smiles: CCC(Cn1nnc2ccccc2c1=O)NC(=O)Nc1cc(C)cc(C)c1 (stereo unspecified)
  aSyn tox rescue = -3%

Next section.
structure | aSyn tox rescue
O=C(Nc1cccnc1)C(Cc1ccccc1)n1cccc1 (stereo unspecified) | -1%
COc1ccc(F)cc1S(=O)(=O)Nc1cccc(-c2ccc(N3CCC(C)CC3)nn2)c1 | 5%
CCN(CC)c1ccc(/C=N/NC(=O)c2ccc3nc[nH]c3c2)c(O)c1 | -1%
CCOc1ccc(CCNC(c2cccc(Cl)c2)c2nnc(-c3ccccc3)o2)cc1OCC (stereo unspecified) | 10%
CCOC(=O)C(Cc1ccccc1)NC(=O)CCc1c(C)nc2nc(C)nn2c1C (stereo unspecified) | 7%
COCCN1C(=O)c2[nH]nc(-c3c(C)cc(C)cc3O)c2C1c1cccc(O)c1 (stereo unspecified) | -2%
Cc1ccccc1Nc1c(-c2ccccc2)nc2ncccn12 | 9%
O=S(=O)(NCCc1nnc2ccc(SCc3c(F)cccc3Cl)nn12)c1ccccc1 | -5%
COc1cc(NC(=O)c2cccc(Cl)c2)c(OC)cc1NC(=O)CN1CCCCC1 | 17%
O=C(Nc1nc2c(F)cccc2s1)c1ccc(S(=O)(=O)N2CCCc3ccccc32)cc1 | 1%

Ordered by molar mass (highest first): part of the list above
structure | aSyn tox rescue
O=S(=O)(NCCc1nnc2ccc(SCc3c(F)cccc3Cl)nn12)c1ccccc1 | -5%
O=C(Nc1nc2c(F)cccc2s1)c1ccc(S(=O)(=O)N2CCCc3ccccc32)cc1 | 1%
O=C(NCCOCCn1c(=O)oc2ccccc21)Nc1ccc(F)cc1 | -11%
O=C(Nc1cccnc1)C(Cc1ccccc1)n1cccc1 (stereo unspecified) | -1%

The results go on:
structure | aSyn tox rescue
C[C@@H]1CN([C@H](C)CO)C(=O)CCCn2nncc2CO[C@H]1CN(C)Cc1cccc(O)c1 | -2%
COc1ccc(/C=N/NC(=O)c2cccnc2)cc1CN1CCCc2ccccc21 | -1%
CCCCNC(=O)Cn1c(=O)c2c(ncn2CCC(C)C)n(Cc2ccccc2)c1=O | 13%
N#Cc1ccc(-c2ccc(OCC(O)CN3CCCCC3)cc2)cc1 (stereo unspecified) | -5%
Cc1ccc(NC(=O)Cn2nc(-c3ccc(Cl)cc3)c3ccccc3c2=O)cc1 | 6%
COc1ccc(-c2cc3nc(C)c(CCC(=O)Nc4ccc(F)cc4F)c(C)n3n2)c(OC)c1 | 1%
CC(C)C(Nc1ccc(C(F)(F)F)cc1[N+](=O)[O-])C(=O)O (stereo unspecified) | -12%
CCCCN(C)C1CCN(C(=S)Nc2ccc(OCC)cc2)CC1 | -11%
O=C(Nc1ccc2c(c1)OCO2)c1cc(-c2cccc(Cl)c2)on1 | -7%
COc1ccc(OCC(O)CN2CCC(CN3C(=O)c4cccc5cccc(c45)C3=O)CC2)cc1 (stereo unspecified) | 1%
COc1ccc(C(=O)NC(=S)Nc2ccc(S(N)(=O)=O)cc2)cc1 | -13%
C[C@@H]1CCCCO[C@H](CN(C)S(=O)(=O)c2cn(C)cn2)[C@H](C)CN([C@@H](C)CO)C(=O)c2cc(NC(=O)c3ccccc3)ccc2O1 | 8%
COCc1c(Br)c(C)nc2sc3c(=O)n(-c4cccc(Br)c4)nnc3c12 | -11%
O=c1[nH]c2ccc(NS(=O)(=O)c3ccc([N+](=O)[O-])cc3)cc2[nH]1 | 11%
Cc1ccc(S(=O)(=O)N(CC(=O)NCCc2ccc(Cl)cc2)c2ccccc2C)cc1 | 17%
Cc1ccc2c(CC(=O)Nc3cc(C(F)(F)F)ccc3Cl)coc2c1C | 1%
CCOc1cc(CNC(=O)c2cc(-c3ccccc3)n[nH]2)cc(OCC)c1OCC | 9%
Cc1ccc(CNc2nc3ccc(C)cc3n3nnnc23)cc1 | -1%
COc1ccc(N2CCN(Cc3nc(-c4ccc(C)cc4)no3)CC2)cc1 | 0%
Nc1nc(N)c(N=Nc2ccc(S(N)(=O)=O)cc2)c(=O)[nH]1 | -12%
O=S(=O)(Nc1ccc(-c2ccc(N3CCCC3)nn2)cc1)c1ccc(Br)cc1 | -4%
COc1ccc(C(=O)COc2ccccc2C(=O)Nc2ccccc2)cc1 | -4%
Brc1ccc(-c2csc(/N=C/N3CCCC3)n2)cc1 | 1%
O=C(COc1ncnc2ccccc12)Nc1cc([N+](=O)[O-])ccc1Cl | -13%
COc1ccc(NC(=O)NN2CCOCC2)cc1OC | -11%
CC(C)Oc1ccc(CNC(=O)c2ccc(NC(=O)c3nsc4ccccc34)cc2)cc1 | 5%
CC(=O)Nc1ccc(N2CCOCC2)c(S(=O)(=O)Nc2ccccc2Cl)c1 | -1%
CCOC(=O)N1C/C(=C\c2ccccc2)C(=O)/C(=C/c2ccccc2)C1 | 2%
Cc1nc(-c2ccc(S(=O)(=O)NCc3ccccc3Cl)cc2)co1 | 1%
O=C(Cc1ccccc1)NC1CCN(C(=O)c2ccc([N+](=O)[O-])cc2)CC1 | 7%
Cc1ccnc(NC(=O)CCC(=O)N(CC(=O)NC(C)(C)C)c2ccc3c(c2)OCO3)c1 | 0%
COc1ccccc1N1CCN(C(=S)NC(=O)c2ccc([N+](=O)[O-])cc2)CC1 | -5%
Cc1nnc(N2CCN(C(=O)NCCC(C)C)CC2)c2nn(-c3ccc(Cl)cc3)c(C)c12 | -7%
COc1ccc(N(CC(=O)Nc2ccc3c(c2)OCO3)S(=O)(=O)c2c(C)nn(C)c2C)cc1 | 2%
O=C(O)CCNC(=O)C12CC3CC(CC(C3)C1)C2 | 0%
CCOC(=O)c1sc(N2C(=O)c3oc4ccc(F)cc4c(=O)c3C2c2cccc(OC)c2)nc1C (stereo unspecified) | -9%
CCc1ccc(CNc2nc3nc(C)c(Cc4ccccc4)c(=O)n3[nH]2)cc1 | -5%
CC1(C)C(=O)OC(/C=C\c2ccccc2)C(C)(C)C1=O (stereo unspecified) | 15%
Cc1nc2ccc(C(=O)Nc3cccc([N+](=O)[O-])c3)cc2s1 | -6%
CN(C)c1ccc(C(O)P(=O)(OCc2ccccc2)c2ccc(N(C)C)cc2)cc1 (stereo unspecified) | -13%
Cc1cc(O)cc2c(=O)c3ccccc3sc12 | 6%
O=C(NNC(=O)c1ccco1)c1ccco1 | -5%
COc1ccc(-c2nn(-c3ccccc3)cc2C(=O)N2CCN(S(=O)(=O)c3cccc(F)c3)CC2)cc1 | -16%
O=[N+]([O-])/C(C=Nc1ccccc1O)=C\Nc1ccccc1O | -2%
O=C(Cc1cccs1)NCCc1cn2ccccc2n1 | 13%
COc1cccc(NC(=O)/C(C#N)=C/c2c(C)n(Cc3ccccc3)c3ccccc23)c1 | 5%
CN1CCN(C2(CNC(=O)COc3ccc(C(C)(C)C)cc3)CCCCC2)CC1 | 0%
CC(C)NC(=O)CCN1C(=O)c2ccccc2Sc2ncccc21 | 6%
